Screens as filed in PubChem BioAssay.
D1 antag: antagonists of human D1 dopamine receptor; P21728; HEK293 TREx D1 cells, calcium flux, dopamine EC80; stronger effect = lower value; 360,000 compounds, 3.2% hits; AID 504652; activity change, negative = inhibition, % at 10 µM; in the data active = activity change below about -30%; also: % is scaled to controls: 0 for no effect and ±100 for the full control effect
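HEK293 T-REx cells expressing inducible, force-coupled D1 receptor; no-wash Ca dye, 30–90 min RT. Cmpd → 180 s read at 1 Hz → EC80 DA → 180 s read.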
Vif-A3G inh: inhibitors of Vif-APOBEC3G interaction; AID 602310; HeLa A3G-eYFP + Vif (tagged APOBEC3G with the HIV-1 protein that degrades it), YFP fluorescence, overnight; Q9HC16; 410,000 compounds, 0.076% hits; Potency, µM (doses to about 46.1 µM), inactives show top-dose activity, negative = active, actives largely listed as inhibitors;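 also: potency is read from the fitted curve at half-maximal effect; % is scaled to controls: 0 for no effect and ±100 for the full control effect; nearly all actives have a fitted effect of over 60% in size; hits raise eYFP signal because A3G escapes Vif-driven loss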
Target sequence (Q9HC16 whole entry, looked up): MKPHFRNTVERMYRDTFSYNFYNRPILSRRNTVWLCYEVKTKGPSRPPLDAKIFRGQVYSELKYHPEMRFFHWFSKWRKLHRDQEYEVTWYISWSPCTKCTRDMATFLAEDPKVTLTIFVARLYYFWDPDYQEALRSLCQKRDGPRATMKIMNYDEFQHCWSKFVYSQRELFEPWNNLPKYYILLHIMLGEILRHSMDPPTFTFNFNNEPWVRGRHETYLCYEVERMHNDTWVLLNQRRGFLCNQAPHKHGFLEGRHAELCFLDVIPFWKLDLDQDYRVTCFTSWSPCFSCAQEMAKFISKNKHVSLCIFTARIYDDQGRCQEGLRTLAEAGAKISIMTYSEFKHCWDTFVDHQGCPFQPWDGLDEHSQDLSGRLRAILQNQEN
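HeLa cells stably expressing Vif and C-terminally eYFP-tagged A3G, seeded overnight at 37 deg C, then exposed to compound by pintool overnight at 37 deg C. Rise in yellow fluorescence (Ex 488/Em 500-530, Acumen) marks blocked Vif-driven A3G degradation.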
Glioma ERSR ind: induces the endoplasmic reticulum stress response in human glioma cells; U87-MG GRP78 promoter luciferase reporter, 16 h; Potency, µM, for inactives: at the top dose activation, hits mostly activators; 420,000 compounds, 0.02% hits; AID 602332; also: potency is read from the fitted curve at half-maximal effect; series mostly up to about 76 µM; % of control where 0% means no effect; nearly all actives have a fitted effect of over 35% in size
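Stably transfected U87-MG human glioma cells carrying a GRP78-based luminescent sensor were seeded at 1000 cells/well, pin-dosed with compounds and incubated 16 h. Luciferase reagent was then added, and end-point luminescence was read after 10 min at room temperature.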
Vif-A3F inh: Vif-A3F binding inhibition. HeLa A3F-eYFP + Vif (tagged APOBEC3F with the HIV-1 protein that degrades it), YFP fluorescence increase. Potency, µM (highest dose often 46.1 µM), inactives show at the highest dose activity, negative = active. 390,000 compounds, 0.2% hits. AID 602313; also: potency is read from the fitted curve at half-maximal effect; % of control where 0% means no effect; nearly all actives have a fitted effect of over 65% in size
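Fluorescence increase (Ex 488/Em 500-530) after overnight compound treatment at 37 deg C flags inhibition of Vif-driven A3F-eYFP loss in stable HeLa A3F-eYFP/Vif cells seeded overnight beforehand.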
RXFP1 antagonist: blocks the human relaxin receptor RXFP1; Q9HBX9; HEK293-RXFP1, relaxin-stimulated cAMP HTRF, 30 min; stronger effect = lower value; activity change, negative = inhibition, % at 57.5 µM; 350,000 compounds, 0.59% hits;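 active = activity change of -60% or lower, but not beyond a set lower limit; inconclusive = change between -60% and -40%, or beyond the set limit; inactive = change above -40%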; also: % is scaled to controls: 0 for no effect and ±100 for the full control effect
RXFP1 agonist: activates the human relaxin receptor RXFP1; Q9HBX9; HEK293T-RXFP1 cAMP TR-FRET, 30 min; response scale: percent of porcine relaxin response, buffer zero; 370,000 compounds, 0.3% hits; AID 2676; Potency, µM (series often up to 57.5 µM), without a hit: at the highest dose activation, actives largely listed as activators; also: potency is read from the fitted curve at half-maximal effect; % is scaled to controls: 0 for no effect and ±100 for the full control effect; nearly all actives have a fitted effect of over 60% in size; many of its hits are not listed in these tables
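HEK293T cells stably expressing RXFP1 were pretreated with the PDE4 inhibitor Ro 20174, exposed to compounds for 30 min at 37C, lysed, and cAMP was read by TR-FRET. Data normalized to buffer (basal) and 29 nM porcine relaxin (100%).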
D1 potentiator: enhances dopamine response at the human D1 receptor; HEK293 TREx D1 cells, calcium flux, dopamine EC20 potentiation; potentiation, % at 10 µM; 360,000 compounds, 0.036% hits; AID 504651; in the data active = potentiation above about 30%; also: 0% is about no effect
D1 ag: activates the human D1 dopamine receptor. HEK293 T-REx D1 cells, calcium flux, agonist mode. activation, % at 2 µM. 360,000 compounds, 1% hits. AID 504660; in the data active = activation above about 30%; also: 0% is about no effect
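Tetracycline-induced HEK293 TREx D1 cells, force-coupled to calcium signalling, were dye-loaded with a no-wash calcium kit. Compound was pin-added after a 10 s baseline. Fluorescence was read kinetically at 1 cycle/s for 180 s, with calcium rises flagged as agonism.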
D2 PAM: positive allosteric modulators of human D2 dopamine receptor. 340,000 compounds, 0.34% hits. potentiation, % at 10 µM. P14416. HEK293 T-REx D2, calcium flux, EC20 dopamine potentiation;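 active = potentiation over 3 SD above the plate norm, cut at about 30% in these data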; also: 0% is about no effect
Target sequence (P14416 whole entry, looked up): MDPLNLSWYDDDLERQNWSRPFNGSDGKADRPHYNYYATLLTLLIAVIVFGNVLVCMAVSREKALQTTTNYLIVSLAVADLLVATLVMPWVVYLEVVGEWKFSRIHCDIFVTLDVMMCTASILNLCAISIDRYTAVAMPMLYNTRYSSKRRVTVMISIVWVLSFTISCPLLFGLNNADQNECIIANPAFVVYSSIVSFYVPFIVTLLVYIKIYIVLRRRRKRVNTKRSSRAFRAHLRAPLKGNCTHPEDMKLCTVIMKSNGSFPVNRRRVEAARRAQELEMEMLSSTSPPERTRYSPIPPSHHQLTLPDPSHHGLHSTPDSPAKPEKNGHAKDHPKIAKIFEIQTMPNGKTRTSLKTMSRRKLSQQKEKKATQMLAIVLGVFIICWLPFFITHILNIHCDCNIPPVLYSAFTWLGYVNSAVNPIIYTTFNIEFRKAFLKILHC
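Cells plated with tetracycline inducer and held overnight at 30 C; calcium dye loaded 30–90 min at room temperature; baseline taken, compound added and read 180 s; EC20 dopamine then added and read 180 s.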
An asterisk follows results filed as active. Unless noted, calls follow the shape of the dose curve; as a rule, active = well fitted curve in the direction sought with a large enough effect; inconclusive = small, poorly fitted or top-dose-only effect, or another doubt; inactive = no such curve, though single readings can be large; an effect the other way counts as inactive or inconclusive.

Cc1c(OC(=O)c2ccc([N+](=O)[O-])cc2)c2c(c[n+]1C)COC(C)(C)OC2 was read as D1 antag 0.8, Vif-A3G inh 2.3%, Glioma ERSR ind -3.6%, Vif-A3F inh 1.9%, RXFP1 antagonist 0.0, RXFP1 agonist -3.0%, D1 potentiator 4.1, D1 ag 1.8 and D2 PAM 3.9.
`Cc1ccc(NC(=O)c2cc3cc(C)ccc3n2C)cc1` gave D1 antag 8.4, Vif-A3G inh -2.9%, Glioma ERSR ind -1.5%, Vif-A3F inh -5.8%, RXFP1 antagonist 1.4, RXFP1 agonist 19.2%, D1 potentiator -0.2, D1 ag -0.5 and D2 PAM -8.7.
Screening COC(=O)CS(=O)(=O)c1nnc([C@H](Cc2ccccc2)NC(=O)OC(C)(C)C)o1 returned D1 antag 2.7, Vif-A3G inh inconclusive, Glioma ERSR ind -14.2%, Vif-A3F inh 2.1%, RXFP1 antagonist inconclusive, RXFP1 agonist -0.4%, D1 potentiator -7.8, D1 ag -1.1 and D2 PAM -2.1.
C/C(=N\NC(=O)Cc1csc(N2CCOCC2)n1)c1ccccc1 was read as D1 antag -10.3, Vif-A3G inh 0.1%, Glioma ERSR ind -2.0%, Vif-A3F inh 4.1%, RXFP1 antagonist 5.2, RXFP1 agonist 2.4%, D1 potentiator -6.2, D1 ag 6.6 and D2 PAM -3.1.
For O=C(COC(=O)c1cc(S(=O)(=O)N2CCCC2)ccc1O)Nc1ccc(S(=O)(=O)N2CCOCC2)cc1 the results were D1 antag 11.6, Vif-A3G inh -0.7%, Glioma ERSR ind 5.9%, Vif-A3F inh -1.3%, RXFP1 antagonist -8.1, RXFP1 agonist -0.3%, D1 potentiator 1.9, D1 ag 4.1 and D2 PAM -1.9.
Screening COc1ccc(-c2csc3nc(C(C)C)oc(=O)c23)cc1OC returned D1 antag 1.5, Vif-A3G inh -0.7%, Glioma ERSR ind -3.0%, Vif-A3F inh -9.2%, RXFP1 antagonist -12.9, RXFP1 agonist 0.3%, D1 potentiator 2.2, D1 ag 0.8 and D2 PAM 17.8.
For Cc1cccc(C(C)C)c1NC(=O)c1cc2ccccc2o1 the results were D1 antag 30.3, Vif-A3G inh 0.7%, Glioma ERSR ind 0.5%, Vif-A3F inh -13.4%, RXFP1 antagonist -18.7, RXFP1 agonist -0.7%, D1 potentiator -0.4, D1 ag 22.3 and D2 PAM 12.7.
For Cc1ccccc1NC(=O)C(C#N)Cc1cccnc1 (stereo not given) the results were D1 antag 15.7, Vif-A3G inh -1.7%, Glioma ERSR ind 1.8%, Vif-A3F inh 4.1%, RXFP1 antagonist 2.1, RXFP1 agonist 1.8%, D1 potentiator -3.7, D1 ag 5.8 and D2 PAM 5.8.
O=C(Nc1ccccn1)c1ccc(-c2ccccc2)cc1 was read as D1 antag -11.4, Vif-A3G inh 1.3%, Glioma ERSR ind -11.1%, Vif-A3F inh 2.5%, RXFP1 antagonist 12.9, RXFP1 agonist 0.3%, D1 potentiator -2.5, D1 ag 8.6 and D2 PAM 4.9.
Screening CNC(=O)c1c(NC(=O)CS(=O)(=O)c2ccc(F)cc2)sc(C)c1C returned D1 antag -17.4, Vif-A3G inh -0.6%, Glioma ERSR ind -4.2%, Vif-A3F inh -33.2%, RXFP1 antagonist -8.5, RXFP1 agonist 0.6%, D1 potentiator -7.8, D1 ag 1.2 and D2 PAM -2.5.
`CCOC(=O)Cn1c2ccccc2c2nc3ccccc3nc21` gave D1 antag -0.4, Vif-A3G inh 1.8%, Glioma ERSR ind 5.2%, Vif-A3F inh inconclusive, RXFP1 antagonist -3.8, RXFP1 agonist 0.7%, D1 potentiator -2.1, D1 ag 0.4 and D2 PAM 22.7.
For COc1ccc(/C=C2/S/C(=N/S(=O)(=O)Cc3ccccc3)NC2=O)cc1OC the results were D1 antag -0.7, Vif-A3G inh -9.6%, Glioma ERSR ind -1.3%, Vif-A3F inh 7.3%, RXFP1 antagonist 7.7, RXFP1 agonist -1.7%, D1 potentiator 3.2, D1 ag 1.4 and D2 PAM 16.3.
Screening COc1ccc(Nc2nnc(SCc3cn4c(C)cccc4n3)s2)cc1 returned D1 antag 9.5, Vif-A3G inh -18.0%, Glioma ERSR ind -4.2%, Vif-A3F inh -13.2%, RXFP1 antagonist 3.3, RXFP1 agonist 2.7%, D1 potentiator -3.2, D1 ag 16.9 and D2 PAM 4.0.
For Brc1ccc(-c2c(-c3ccsc3)sc3ccccc23)cn1 the results were Vif-A3G inh -6.7%, Glioma ERSR ind 1.7%, Vif-A3F inh -2.5%, RXFP1 agonist 5.6%, D1 potentiator 1.1, D1 ag 1.2 and D2 PAM 6.7.
Screening COC(=O)COc1ccc(S(=O)(=O)Nc2ccccc2C(=O)OC)cc1 returned D1 antag 1.9, Vif-A3G inh 0.2%, Glioma ERSR ind -0.7%, Vif-A3F inh -3.5%, RXFP1 antagonist -4.6, RXFP1 agonist 0.2%, D1 potentiator -5.8, D1 ag 7.0 and D2 PAM 6.7.
`CCn1cc(C2C(C(=O)Nc3cc(C)ccn3)=C(C)NC3=C2C(=O)CC(C)(C)C3)c(C)n1` (stereo not given) gave D1 antag -1.0, Vif-A3G inh -1.3%, Glioma ERSR ind -2.6%, Vif-A3F inh -9.9%, RXFP1 antagonist 1.0, RXFP1 agonist 3.0%, D1 potentiator -1.6, D1 ag 1.8 and D2 PAM 11.8.
`N#Cc1c(NC(=O)CSc2ncnc3c2cnn3-c2ccccc2Cl)sc2c1CCCC2` gave D1 antag -3.7, Vif-A3G inh 0.8%, Glioma ERSR ind -1.7%, Vif-A3F inh 0.0%, RXFP1 antagonist -5.4, RXFP1 agonist 0.4%, D1 potentiator -9.3, D1 ag 1.9 and D2 PAM -5.8.
`Cc1ccccc1-n1sc2cc(F)ccc2c1=O` gave D1 antag 2.1, Vif-A3G inh -6.4%, Glioma ERSR ind -11.7%, Vif-A3F inh -5.6%, RXFP1 antagonist inconclusive, RXFP1 agonist 5.0%, D1 potentiator 0.2, D1 ag 31.6* and D2 PAM 10.9.
Cc1[nH]nc(SCC(=O)Nc2cccc(O)c2)c1[N+](=O)[O-] was read as D1 antag -0.1, Vif-A3G inh 8.9%, Glioma ERSR ind -3.2%, Vif-A3F inh -0.5%, RXFP1 antagonist 7.1, RXFP1 agonist 0.4%, D1 potentiator -1.8, D1 ag 0.8 and D2 PAM 0.0.
`Cc1cccc(C)c1NC(=O)CCn1cnc2ccccc2c1=O` gave D1 antag 16.7, Vif-A3G inh -0.4%, Glioma ERSR ind 1.5%, Vif-A3F inh 10.3%, RXFP1 antagonist 1.8, RXFP1 agonist 0.0%, D1 potentiator -3.8, D1 ag 1.7 and D2 PAM -2.2.
COc1ccc(CC(=O)N(C)Cc2cccc(OC)c2OC)cc1S(=O)(=O)N1CCOCC1 was read as D1 antag -0.7, Vif-A3G inh -2.2%, Glioma ERSR ind -2.9%, Vif-A3F inh 9.1%, RXFP1 antagonist -8.9, RXFP1 agonist 0.4%, D1 potentiator 0.9, D1 ag 2.6 and D2 PAM 20.4.
Screening Cc1ccc(NC(=S)NCCc2ccc(F)cc2)c(C)c1 returned D1 antag -19.3, Vif-A3G inh -2.6%, Glioma ERSR ind -2.7%, Vif-A3F inh -1.2%, RXFP1 antagonist 0.1, RXFP1 agonist 0.4%, D1 potentiator -9.6, D1 ag 2.4 and D2 PAM 7.7.
For Cc1ccc(OC(C)C(=O)N2CC(=O)Nc3ccccc32)c(C)c1 (stereo not given) the results were D1 antag -1.6, Vif-A3G inh 0.1%, Glioma ERSR ind -4.1%, Vif-A3F inh 18.3%, RXFP1 antagonist 0.6, RXFP1 agonist -0.4%, D1 potentiator 6.3, D1 ag 3.7 and D2 PAM 7.5.
Screening COc1cc(NS(=O)(=O)c2ccc3[nH]c4c(c3c2)CCCCCC4)cc(OC)c1 returned D1 antag 0.3, Vif-A3G inh -0.1%, Glioma ERSR ind 1.1%, Vif-A3F inh 3.3%, RXFP1 antagonist -10.2, RXFP1 agonist 3.2%, D1 potentiator -4.5, D1 ag 0.4 and D2 PAM -9.7.
Screening Cc1cc(Cl)ccc1C(=O)C1CCCN(C(=O)CCN2CCCO2)C1 (stereo not given) returned D1 antag -8.3, Vif-A3G inh 2.9%, Glioma ERSR ind -3.8%, Vif-A3F inh 11.1%, RXFP1 antagonist 7.0, RXFP1 agonist 4.3%, D1 potentiator -4.1, D1 ag 0.6 and D2 PAM 6.4.
`O=C(CSc1nnc(Cc2ccccc2)o1)Nc1ccc(N2CCOCC2)cc1` gave Vif-A3G inh 7.5%, Glioma ERSR ind -3.6%, Vif-A3F inh 5.8% and RXFP1 antagonist 2.8.
For Cc1ccc(NC(=S)Nc2ccc3cn[nH]c3c2)cc1C the results were D1 antag -19.3, Vif-A3G inh 3.8%, Glioma ERSR ind -3.6%, Vif-A3F inh 1.3%, RXFP1 antagonist -1.1, RXFP1 agonist 0.5%, D1 potentiator 7.7, D1 ag 2.2 and D2 PAM -1.6.
COc1cc(C2NC(=O)NC(C)=C2C(=O)OC2CCCCC2)cc(Br)c1O (stereo not given) was read as D1 antag 10.2, Vif-A3G inh inconclusive, Glioma ERSR ind 2.8%, Vif-A3F inh 5.3%, RXFP1 antagonist -3.4, RXFP1 agonist 0.2%, D1 potentiator 5.5, D1 ag 0.8 and D2 PAM 1.4.
For C[C@@H]1CN([C@H](C)CO)S(=O)(=O)c2ccc(Br)cc2O[C@@H]1CN(C)C(=O)NC1CCCC1 the results were Vif-A3G inh -0.7%, Glioma ERSR ind 0.9%, Vif-A3F inh 1.0% and RXFP1 antagonist 5.4.
`CC(c1ccccc1)N1CC(C(=O)Nc2ccc(F)cc2)CC1=O` (stereo not given) gave D1 antag 13.9, Vif-A3G inh 0.5%, Glioma ERSR ind -0.1%, Vif-A3F inh -0.7%, RXFP1 antagonist 1.9, RXFP1 agonist -2.2%, D1 ag 3.2 and D2 PAM 0.7.
For COCCOC(=O)c1[nH]c2c(c1C)C(=O)CC(c1ccccc1)C2 (stereo not given) the results were D1 antag -18.1, Vif-A3G inh inconclusive, Glioma ERSR ind -4.2%, Vif-A3F inh -9.8%, RXFP1 antagonist -8.0, RXFP1 agonist 4.0%, D1 potentiator -2.2, D1 ag 5.7 and D2 PAM 4.7.

The list is partial; rates above refer to the full screens.
